Screening results from PubChem BioAssay.
E coli Lon inh – E. coli protease La inhibition; P0A9M0; purified E. coli Lon protease, fluorescence polarization; inhibition, % at 7.94 µM; actives 0.42% (n = 360,000); AID 602123; in the data active = inhibition above about 13%, passing the limit was not always enough;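 also: 0% = enzyme with probe and DMSO and 100% = no enzyme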
MsrA inhibitor – bovine MsrA inhibition; inhibition, % at 15.5 µM; actives 0.75% (n = 360,000); AID 651718; purified bovine MsrA, absorbance read-out; in the data active = inhibition above about 4.5%;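 also: 0% = vehicle wells with enzyme and 100% = reference inhibitor wells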
FAS-TE inh – FAS thioesterase (human) inhibition; recombinant FAS-TE, OMFH fluorogenic substrate, fluorescence endpoint; inhibition, % at 15 µM; actives 0.67% (n = 360,000); AID 602261;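 active = compounds whose normalised, plate-corrected inhibition of enzyme fluorescence in the single-dose primary screen is 50% or more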;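 also: 0% = DMSO with enzyme and 100% = substrate without enzyme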
Tb MetRS inh – Trypanosoma brucei MetRS inhibition | purified T. brucei MetRS, ATP depletion, Kinase-Glo luminescence | inhibition, % at 11.9 µM | actives 0.4% (n = 360,000);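 active = inhibition above a per-plate cutoff of the control wells' mean inhibition plus 3 SD, cut at about 5.5% in these data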;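 also: 0% = DMSO wells median and 100% = median of wells with control inhibitor compound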
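Dosing: 11.9 µM compound single dose, 0.9% DMSO; Assay system: purified T. brucei MetRS enzyme; Measured by: Kinase-Glo luciferase luminescence reporting remaining unconsumed ATP; Schedule: 15 min plus 2 h at 25 °C.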
bovine MsrA act – bovine methionine sulfoxide reductase A activation | activation, % at 10.6 µM | AID 602163 | actives 0.3% (n = 360,000) | purified bovine MsrA, absorbance read-out; in the data active = activation above about 7.5%;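 also: 0% = vehicle and 100% = reference activator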
SKN-1 inh – blocks SKN-1 activity in C. elegans. inhibition, % at 21.8 µM. C. elegans VP596 Pgst-4::GFP/RFP ratio, acrylamide-induced, 24 h. actives 0.49% (n = 360,000);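 active = interference check ratio from 0.5 to 1.5 plus GFP to RFP signal ratio inhibition reaching or exceeding a fixed threshold, cut at about 30% in these data, passing the limit was not always enough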; also: some compounds called inactive have numbers as strong as hits
PABP1 MLLE inh – blocks PAM2 peptide binding to the PABP1 MLLE domain. P11940. GST-MLLE / FITC-PAM2 fluorescence polarization. inhibition, % at 20 µM. actives 0.36% (n = 360,000). AID 588489; in the data active = inhibition above about 35%, passing the limit was not always enough;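 also: plate controls were DMSO wells with GST-MLLE for no effect and wells lacking GST-MLLE protein for full effect; some results filed as inactive read as strong as hits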
Target sequence (P11940 whole entry, looked up, the tested form may be a part): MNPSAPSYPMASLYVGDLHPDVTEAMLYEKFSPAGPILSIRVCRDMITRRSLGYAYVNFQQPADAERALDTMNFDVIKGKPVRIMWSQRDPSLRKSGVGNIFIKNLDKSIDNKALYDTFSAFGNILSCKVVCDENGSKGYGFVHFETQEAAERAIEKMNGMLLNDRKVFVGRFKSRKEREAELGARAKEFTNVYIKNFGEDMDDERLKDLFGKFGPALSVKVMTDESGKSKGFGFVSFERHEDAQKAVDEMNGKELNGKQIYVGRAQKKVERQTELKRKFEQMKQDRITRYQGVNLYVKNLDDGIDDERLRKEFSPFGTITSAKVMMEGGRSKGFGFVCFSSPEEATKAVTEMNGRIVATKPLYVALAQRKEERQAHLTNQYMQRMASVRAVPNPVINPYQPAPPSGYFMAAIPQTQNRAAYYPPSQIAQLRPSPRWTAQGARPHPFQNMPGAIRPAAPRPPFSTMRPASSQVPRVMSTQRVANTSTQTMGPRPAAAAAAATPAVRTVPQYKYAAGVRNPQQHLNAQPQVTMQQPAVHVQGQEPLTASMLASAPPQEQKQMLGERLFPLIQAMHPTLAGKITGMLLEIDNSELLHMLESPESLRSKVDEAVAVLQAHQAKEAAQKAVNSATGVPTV
CendR NRP1 mod – alters CendR peptide binding to human NRP-1 | AID 602438 | inhibition, % at 25 µM | actives 0.85% (n = 360,000) | FAM-RPARPAR peptide binding to NRP-1, fluorescence polarization;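 active = inhibition or corrected inhibition above about 18%, plus a signal ratio from 0.5 to 1.5, limit read from the data, passing the limit was not always enough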; also: strong numbers were not always called active
MT1-MMP act inh – inhibitors of human MT1-MMP activation; P50281; HT1080 RFP-PRO-GFP cells, GFP/RFP ratio fluorescence, overnight; percent of plate control window, DMSO zero; GFP/RFP ratio change, % at 20 µM; actives 0.061% (n = 360,000); AID 651647;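 active = GFP/RFP ratio change of at least 30% with cell ATP level not reduced by more than half and red fluorescence within 50% of control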; also: strong numbers were not always called active
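Assay system: HT1080 RFP-PRO-GFP cells. Benchmarks: DMSO vehicle wells and RFP-L50D-GFP reporter cell wells. Times: overnight cell settling, then overnight compound exposure, 37 °C, 5% CO2. Compound: 20 µM single dose, 1% DMSO. Read-out basis: GFP/RFP fluorescence ratio.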
Numbers without * were called inactive.

Results for CC(C)NC(=S)N1CCC(Cc2ccccc2)CC1 ?
E coli Lon inh: -11; MsrA inhibitor: -1.7; FAS-TE inh: 2; Tb MetRS inh: -0.7; bovine MsrA act: -1; SKN-1 inh: -2; PABP1 MLLE inh: -147; CendR NRP1 mod: -1; MT1-MMP act inh: 2

What do the screens show for `CCCNC(=O)C1(C)CCCN(Cc2ccccc2Cl)C1` (stereo not given)?
E coli Lon inh: -4; MsrA inhibitor: 0.9; FAS-TE inh: -5; Tb MetRS inh: -0.2; bovine MsrA act: -1; SKN-1 inh: -3; PABP1 MLLE inh: -6; CendR NRP1 mod: 0; MT1-MMP act inh: 0

How did Cc1ccc2c(c1)c(C)c(C)n2CC(O)CN1CCCCC1C (stereo not given) do in these assays?
E coli Lon inh: -7; MsrA inhibitor: -0.2; FAS-TE inh: -7; Tb MetRS inh: -0.2; bovine MsrA act: 2; SKN-1 inh: 2; PABP1 MLLE inh: -7; CendR NRP1 mod: -4; MT1-MMP act inh: 5

Results for COc1ccc2c(c1)c(C(=O)CN1CCN(C(=O)c3ccco3)CC1)c(C)n2C ?
E coli Lon inh: -10; MsrA inhibitor: 1.3; FAS-TE inh: 0; Tb MetRS inh: -1.7; bovine MsrA act: -14; SKN-1 inh: -8; PABP1 MLLE inh: 12; CendR NRP1 mod: -2

How did O=[N+]([O-])c1ccc(O)c(C(C#Cc2ccccc2)N2CCOCC2)c1 (stereo not given) do in these assays?
E coli Lon inh: 6; MsrA inhibitor: 1.4; FAS-TE inh: 19; Tb MetRS inh: -0.1; bovine MsrA act: -6; SKN-1 inh: 16; PABP1 MLLE inh: 7; CendR NRP1 mod: -7; MT1-MMP act inh: -1

Results for COc1ccc(C(=O)N2CCCCCC2)cc1OC1CCN(C(C)C)CC1 ?
E coli Lon inh: -1; MsrA inhibitor: -0.6; FAS-TE inh: -6; Tb MetRS inh: 0.1; bovine MsrA act: -4; SKN-1 inh: 3; PABP1 MLLE inh: 5; CendR NRP1 mod: 10; MT1-MMP act inh: 0

How did COc1ccccc1NC(=O)CSc1nnc(-c2ccoc2C)n1C do in these assays?
E coli Lon inh: -3; MsrA inhibitor: 0.8; FAS-TE inh: -2; Tb MetRS inh: -0.2; bovine MsrA act: -3; SKN-1 inh: -3; PABP1 MLLE inh: 0; CendR NRP1 mod: 5; MT1-MMP act inh: -1

Results for CCC(CC)C(=O)Nc1cccc(C(=O)N2CCCC2)c1 ?
E coli Lon inh: -4; MsrA inhibitor: 0.4; FAS-TE inh: -9; Tb MetRS inh: -0.7; bovine MsrA act: -4; SKN-1 inh: -2; PABP1 MLLE inh: -8; CendR NRP1 mod: -5; MT1-MMP act inh: 3

What do the screens show for `COC(=O)[C@]12CCCCC=C1N(CCc1ccc(OC)c(OC)c1)C(=O)[C@H](CC(=O)NCCCN1CCCC1=O)C2`?
MsrA inhibitor: 0.1; Tb MetRS inh: -0.9; SKN-1 inh: 8; CendR NRP1 mod: 7; MT1-MMP act inh: -5

Results for COC(=O)c1[nH]c2ccc(Br)cc2c1NC(=O)CN1CCCc2ccccc21 ?
E coli Lon inh: -12; MsrA inhibitor: 2.9; FAS-TE inh: 19; Tb MetRS inh: -0.1; bovine MsrA act: -5; SKN-1 inh: 19; PABP1 MLLE inh: -23; CendR NRP1 mod: 3; MT1-MMP act inh: -10

How did COc1cc(COCC(O)CN2CCCCC2C)cc(OC)c1OC (stereo not given) do in these assays?
E coli Lon inh: 0; MsrA inhibitor: -1.4; FAS-TE inh: -6; Tb MetRS inh: -0.5; bovine MsrA act: -1; SKN-1 inh: 4; PABP1 MLLE inh: -3; CendR NRP1 mod: 9; MT1-MMP act inh: 0

Results for COc1ccc(C(=O)/C=C/c2ccc(OC)c(COc3ccc(F)cc3)c2)cc1 ?
E coli Lon inh: -8; MsrA inhibitor: 0.6; FAS-TE inh: 26; Tb MetRS inh: -0.7; bovine MsrA act: -4; SKN-1 inh: 16; PABP1 MLLE inh: 2; CendR NRP1 mod: 3; MT1-MMP act inh: -4

Results for Cc1ccc(OCCCCN2CCCCC2)c(Br)c1 ?
E coli Lon inh: 2; MsrA inhibitor: 0.0; FAS-TE inh: -6; Tb MetRS inh: -0.5; bovine MsrA act: -7; SKN-1 inh: 4; PABP1 MLLE inh: 15; CendR NRP1 mod: 4; MT1-MMP act inh: 5

What do the screens show for `O=C(NCCCn1ccnc1)c1sc2cc([N+](=O)[O-])ccc2c1Cl`?
E coli Lon inh: -6; MsrA inhibitor: 1.5; FAS-TE inh: 17; Tb MetRS inh: 0.1; bovine MsrA act: -2; SKN-1 inh: -2; PABP1 MLLE inh: 4; CendR NRP1 mod: -2; MT1-MMP act inh: 6

Results for O=C(COC(=O)c1cc(-c2ccccc2)nc2ccccc12)NCC1CCCO1 (stereo not given) ?
E coli Lon inh: -1; MsrA inhibitor: -0.7; FAS-TE inh: -5; Tb MetRS inh: -0.7; bovine MsrA act: -3; SKN-1 inh: 99; PABP1 MLLE inh: 2; CendR NRP1 mod: 0; MT1-MMP act inh: 3

How did CC1=C(C(=O)Nc2ccccc2C)C(c2cccs2)NC(=S)N1 (stereo not given) do in these assays?
E coli Lon inh: -2; MsrA inhibitor: -1.4; FAS-TE inh: -13; Tb MetRS inh: -0.7; bovine MsrA act: -8; SKN-1 inh: -5; PABP1 MLLE inh: -127; CendR NRP1 mod: 11; MT1-MMP act inh: 1

What do the screens show for `Cc1ccccc1-n1c(SCc2ccccn2)nc2n[nH]c(C)c2c1=N`?
E coli Lon inh: 0; MsrA inhibitor: 0.6; FAS-TE inh: -5; Tb MetRS inh: -0.8; bovine MsrA act: -4; SKN-1 inh: -12; PABP1 MLLE inh: 13; CendR NRP1 mod: 4; MT1-MMP act inh: -5

How did COc1ccc(C(=O)/C=C/c2ccc(OC)c(Cn3nnc4ccccc43)c2)cc1 do in these assays?
E coli Lon inh: -2; MsrA inhibitor: 3.9; FAS-TE inh: 12; Tb MetRS inh: -0.1; bovine MsrA act: -9; SKN-1 inh: 4; PABP1 MLLE inh: -9; CendR NRP1 mod: -1; MT1-MMP act inh: -12

Results for COc1ccc(/C(O)=C2\C(=O)C(=O)N(c3cc(C)on3)C2c2ccc(OC)c(OC)c2)cc1OC (stereo not given) ?
E coli Lon inh: 1; MsrA inhibitor: 2.6; FAS-TE inh: -6; Tb MetRS inh: 0.4; bovine MsrA act: -4; SKN-1 inh: -26; PABP1 MLLE inh: 6; CendR NRP1 mod: 2; MT1-MMP act inh: 2

What do the screens show for `CCOc1cc(/C=N\n2nnnc2N)ccc1O`?
E coli Lon inh: -4; MsrA inhibitor: 3.5; FAS-TE inh: -2; Tb MetRS inh: 0.6; bovine MsrA act: -2; SKN-1 inh: 13; PABP1 MLLE inh: 4; CendR NRP1 mod: 3; MT1-MMP act inh: 4

What do the screens show for `Cc1nonc1NC(=O)CSc1nnc(-c2ccoc2C)n1C`?
E coli Lon inh: -8; MsrA inhibitor: 0.4; FAS-TE inh: -3; Tb MetRS inh: 0.4; bovine MsrA act: -4; SKN-1 inh: 20; PABP1 MLLE inh: 0; CendR NRP1 mod: -2; MT1-MMP act inh: 1

Results for O=C1C2CC=CCC2C(=O)N1c1nc2n(n1)C(c1ccccc1)CC(c1ccccc1)N2 (stereo not given) ?
E coli Lon inh: 4; MsrA inhibitor: -0.9; FAS-TE inh: 1; Tb MetRS inh: -0.8; bovine MsrA act: -1; SKN-1 inh: 9; PABP1 MLLE inh: 6; CendR NRP1 mod: 2; MT1-MMP act inh: -2

How did Nc1nc(Nc2cccc(Cl)c2)nc(NCc2ccco2)c1[N+](=O)[O-] do in these assays?
E coli Lon inh: -13; MsrA inhibitor: 2.4; FAS-TE inh: 27; Tb MetRS inh: 1.4; bovine MsrA act: -1; SKN-1 inh: 16; PABP1 MLLE inh: -17; CendR NRP1 mod: -4; MT1-MMP act inh: 6

How did Cc1ccccc1S(=O)(=O)N(C)C[C@@H]1OCc2cnnn2CCCC(=O)N([C@@H](C)CO)C[C@@H]1C do in these assays?
E coli Lon inh: 0; MsrA inhibitor: 0.3; FAS-TE inh: -10; Tb MetRS inh: 0.0; bovine MsrA act: -3; SKN-1 inh: 0; PABP1 MLLE inh: 6; CendR NRP1 mod: -2; MT1-MMP act inh: 5

How did CCCCN(CCCC)C(=O)c1nsnc1-c1ccccc1O do in these assays?
E coli Lon inh: 1; MsrA inhibitor: 0.3; FAS-TE inh: 0; Tb MetRS inh: -0.5; bovine MsrA act: -5; SKN-1 inh: 9; PABP1 MLLE inh: -4; CendR NRP1 mod: -15; MT1-MMP act inh: -3

What do the screens show for `CC1(C(=O)Nc2ccc(Cl)c(Cl)c2)CCN1C(=O)C1CCCCC1` (stereo not given)?
E coli Lon inh: 2; MsrA inhibitor: 0.5; FAS-TE inh: 35; Tb MetRS inh: -0.2; bovine MsrA act: 1; SKN-1 inh: 8; PABP1 MLLE inh: -6; CendR NRP1 mod: 2; MT1-MMP act inh: -1

Results for O=C(O)c1cc(N/N=C/c2ccc(-c3ccccc3)cc2)ccc1Cl ?
E coli Lon inh: -2; MsrA inhibitor: 2.1; FAS-TE inh: 29; Tb MetRS inh: -0.3; bovine MsrA act: -3; SKN-1 inh: 9; PABP1 MLLE inh: -2; CendR NRP1 mod: -6; MT1-MMP act inh: -6

How did C[C@H]1CN(S(=O)C(C)(C)C)[C@H](CCO)/C1=C\CCO (stereo not given in full) do in these assays?
E coli Lon inh: 8; MsrA inhibitor: -1.6; FAS-TE inh: -4; Tb MetRS inh: -0.3; bovine MsrA act: 3; SKN-1 inh: 14; PABP1 MLLE inh: 10; CendR NRP1 mod: 6; MT1-MMP act inh: 4

How did COC(CNC(=O)c1ccc2c(=O)n(Cc3ccc4c(c3)OCO4)c(=S)[nH]c2c1)OC do in these assays?
E coli Lon inh: -3; MsrA inhibitor: -1.1; FAS-TE inh: -10; Tb MetRS inh: -1.0; bovine MsrA act: -4; SKN-1 inh: 4; PABP1 MLLE inh: -88; CendR NRP1 mod: 10; MT1-MMP act inh: 2

Ordered by length of the SMILES (rising): part of the list above.
Results for O=C(O)c1cc(N/N=C/c2ccc(-c3ccccc3)cc2)ccc1Cl ?
E coli Lon inh: -2; MsrA inhibitor: 2.1; FAS-TE inh: 29; Tb MetRS inh: -0.3; bovine MsrA act: -3; SKN-1 inh: 9; PABP1 MLLE inh: -2; CendR NRP1 mod: -6; MT1-MMP act inh: -6

How did COC(CNC(=O)c1ccc2c(=O)n(Cc3ccc4c(c3)OCO4)c(=S)[nH]c2c1)OC do in these assays?
E coli Lon inh: -3; MsrA inhibitor: -1.1; FAS-TE inh: -10; Tb MetRS inh: -1.0; bovine MsrA act: -4; SKN-1 inh: 4; PABP1 MLLE inh: -88; CendR NRP1 mod: 10; MT1-MMP act inh: 2

Results for COc1ccc(/C(O)=C2\C(=O)C(=O)N(c3cc(C)on3)C2c2ccc(OC)c(OC)c2)cc1OC (stereo not given) ?
E coli Lon inh: 1; MsrA inhibitor: 2.6; FAS-TE inh: -6; Tb MetRS inh: 0.4; bovine MsrA act: -4; SKN-1 inh: -26; PABP1 MLLE inh: 6; CendR NRP1 mod: 2; MT1-MMP act inh: 2
